SIAH1 antagonists = Siah-1 peptide-binding antagonists, primary screen, biochemical, fluorescence polarization, rhodamine-plectin, uHTS (AID 1817); Siah-1 / rhodamine-plectin peptide fluorescence polarization; higher % means a stronger effect; displacement, % at 20 µM; hits with a dose series show IC50 in µM; hit rate 0.02% among 290,000;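 active = displacement of at least 50% at 20 µM, with a fluorescence ratio check between 0.3 and a set limit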;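 note: plate controls were Siah plus tracer with DMSO for no effect and tracer alone without Siah for full effect; strong numbers were not always called active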
West Nile virus CPE = West Nile virus antiviral activity, cell-based, CPE readout (AID 1621). one-dose CPE inhibition, % at 10 µM; IC50 in µM for titrated hits. hit rate 0.02% among 290,000. West Nile virus-infected cells, CPE inhibition; higher % means a stronger effect; in the data active = a potency from the dose series; inconclusive = CPE inhibition mostly from about 3.7% at the one dose, without a potency; inactive = the rest, 99 in 100 with CPE inhibition below about 2.2%; note: strong numbers were not always called active
XIAP antagonists = XIAP antagonists, biochemical, IAP family, fluorescence polarization (AID 1018); hit rate 0.007% among 200,000; E3 ubiquitin-protein ligase XIAP (Homo sapiens); displacement, % at 20 µM; hits with a dose series show IC50 in µM; XIAP BIR domain, fluorescence polarization peptide displacement; higher % means a stronger effect; in the data active = displacement above about 50%; note: a part of the inactive calls stands beside numbers as strong as those of hits
Salmonella PhoP GFP = inhibitors of PhoP regulon expression, primary screen, Salmonella Typhimurium, GFP reporter (AID 1863); S. Typhimurium PhoP-regulated promoter GFP reporter, 4 h; higher % means a stronger effect; one-dose inhibition, % at 50 µM; IC50 in µM for titrated hits; hit rate 0.16% among 300,000;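 active = inhibition over 29.93%, a cutoff 3 SD above the screen mean, later confirmed by dose response; inconclusive = inhibition over 29.93% but no dose response follow-up; inactive = inhibition at most 29.93% or unconfirmed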;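 note: 0% = low Mg2+ inducing control and 100% = high Mg2+ repressing control; strong numbers were not always called active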
human PMI inhibitors = human PMI inhibitors, high substrate, primary screen, biochemical, fluorescence intensity, high mannose 6-phosphate (AID 1220); recombinant PMI enzyme, coupled fluorescence intensity; higher % means a stronger effect; inhibition, % at 20 µM; hits with a dose series show IC50 in µM; Mannose-6-phosphate isomerase (Homo sapiens); hit rate 0.66% among 190,000; in the data active = inhibition above about 50%
CSM14.1 death rescue = rescue of cells from ER stress-induced death, primary screen, 384-well, CSM14.1, thapsigargin, ATP luminescence (AID 1222); cellular ATP content (survival), % at 20 µM; hits with a dose series show EC50 in µM; CSM14.1 thapsigargin-induced death rescue, ATP luminescence; higher % means a stronger effect; 190,000 tested, under 10 active;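 active = EC50 below 50 µM in the dose-response confirmation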;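 note: death triggered by thapsigargin at about 15 µM added after 2 h compound pretreatment; cell ATP read after overnight thapsigargin exposure of roughly 18 to 22 hours; normalized against plate controls of thapsigargin alone and 5% DMSO vehicle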
Yfh1-depleted yeast = enhancers of respiration in Yfh1-depleted yeast, dose response, Friedreich's ataxia, plus single-dose screen (AID 1465); hit rate 0.074% among 220,000; fold induction at 50 µM, or EC50 in µM where a hit was titrated; S. cerevisiae Yfh1-off respiration, WST-1 reduction, 72 h; higher fold induction means a stronger effect;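 active = fold induction of absorbance versus untreated yeast above a set limit, then at least 30% activation at any dose in follow-up; inconclusive = repeats straddling the limit, or above it without dose testing; inactive = fold induction below the set limit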;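 note: activators that raise dye reduction in frataxin-depleted yeast; strong numbers were not always called active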
P. falciparum M17LAP = P. falciparum M17LAP inhibitors, primary screen, biochemical, fluorogenic H-Leu-NHMec substrate, 1536-well (AID 1619); inhibition, % at 30 µM; hits with a dose series show IC50 in µM; recombinant M17LAP, H-Leu-NHMec fluorogenic kinetic assay; higher % means a stronger effect; hit rate 0.38% among 220,000;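 active = compound inhibiting the enzyme by more than half at any dose during confirmatory dose-response retesting; inconclusive = strong single-dose inhibitors picked by rank but not retested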;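 note: plate controls were full reaction with DMSO carrier for no effect and no enzyme background for full effect; strong numbers were not always called active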
M1AAP inhibition = P. falciparum M1AAP inhibitors, biochemical, fluorogenic H-Leu-NHMec substrate, 1536-well (AID 1445). Aminopeptidase N (Plasmodium falciparum (isolate 3D7)). recombinant M1AAP, H-Leu-NHMec fluorogenic kinetic assay; higher % means a stronger effect. inhibition, % at 30 µM; hits with a dose series show IC50 in µM. hit rate 0.42% among 220,000;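 active = primary inhibition above the hit cutoff, then over 50% inhibition at one or more dose response concentrations, cut at about 23% in these data, passing the limit was not always enough; inconclusive = conflicting primary data, or primary hits not chosen for dose response; inactive = low primary inhibition, or under 50% at every dose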;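 note: plate controls were DMSO full reaction for no effect and no enzyme background for full effect; strong numbers were not always called active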
Starred values were filed as active, the others as inactive; i = inactive; ? = inconclusive; / = not tested or not shown.

SMILES	SIAH1 antagonists	West Nile virus CPE	XIAP antagonists	Salmonella PhoP GFP	human PMI inhibitors	CSM14.1 death rescue	Yfh1-depleted yeast	P. falciparum M17LAP	M1AAP inhibition
CCN1C(=O)/C(=C\c2ccc3c(c2)OCO3)C(C(=O)OC)=C1C	0.9%	-0.3%	0.4%	9.4%	-6.5%	-1.9%	i	3.2%	0.8%
COC(=O)CC1C(=O)NCCN1C(=S)NC(=O)C(c1ccccc1)c1ccccc1 (stereo unspecified)	-1.3%	0.2%	9.7%	-15.8%	2.6%	-0.4%	i	7.1%	6.8%
COc1cccc(C(=O)Nc2ccc(C(=O)NCC(C)C)cc2)c1	-4.2%	-0.2%	-2.7%	-7.7%	-10.2%	-1.8%	i	-4.6%	1.7%
CCCCNC(=O)OC(C)CNC(=O)OC (stereo unspecified)	4.5%	-0.3%	-13.0%	3.4%	-7.7%	-1.1%	i	24.4%	-1.0%
C=CCNc1nc(NC(C)(C)CO)nc(OC)n1	-1.9%	0.2%	-8.9%	0.7%	1.1%	-0.6%	i	1.8%	-2.8%
c1csc(-c2nnc(N3CCCCCC3)c3ccccc23)c1	-3.1%	-0.2%	-6.3%	-0.9%	-17.7%	-0.5%	i	11.7%	20.1%
C=CCN1CN(Cc2ccco2)CNC1=S	11.5%	0.0%	3.4%	-3.3%	-0.4%	-1.6%	i	4.3%	12.9%
O=C(NCc1cccs1)c1ccc(Cl)s1	7.0%	0.5%	-4.0%	-5.0%	12.2%	-0.3%	i	2.4%	7.0%
COc1ccccc1N1CCN(C(=O)CN(Cc2ccccc2)S(C)(=O)=O)CC1	-2.6%	-0.6%	-5.6%	5.5%	-43.4%	7.5%	i	-5.8%	-2.8%
C=CCn1c(CC(=O)OC)csc1=Nc1ccc(C(C)=O)cc1	-0.6%	-0.5%	-2.8%	8.4%	2.0%	3.2%	i	1.1%	-2.6%
CC(C)Oc1ccc(C(=O)NC2CCS(=O)(=O)C2)cc1 (stereo unspecified)	-6.3%	0.2%	-1.1%	16.3%	9.6%	-1.6%	i	7.1%	-4.7%
CC(C)C(c1nnnn1Cc1ccc2c(c1)OCO2)N1CCN(C)CC1 (stereo unspecified)	7.5%	-0.1%	-0.5%	1.0%	-3.2%	-0.3%	i	1.8%	-0.6%
CCOC(=O)C(C)Sc1nnc(Cc2cc(=O)[nH]c(=O)[nH]2)n1-c1ccc(OCC)cc1 (stereo unspecified)	3.0%	0.9%	2.7%	8.7%	3.9%	-0.5%	i	-0.2%	7.7%
N#CC1=C(N)Oc2n[nH]c(-c3cccs3)c2C1c1ccoc1 (stereo unspecified)	-4.1%	0.0%	-5.4%	-5.7%	11.9%	0.3%	i	42.2%	13.7%
Cc1nc([N+](=O)[O-])c(C(=O)OCc2cccc(Br)c2)n1C	2.6%	-0.3%	-2.0%	7.2%	-3.7%	3.4%	i	8.2%	2.7%
COc1ccc(OC)c(-n2c(-c3ccc(O)cc3O)n[nH]c2=S)c1	-4.5%	-0.1%	/	-8.6%	/	/	i	6.1%	15.5%
COc1ccc(C(=O)NCC(=O)N2CCCCC2)cc1OC	3.3%	-0.5%	-2.6%	-7.9%	5.7%	-0.2%	i	7.1%	5.4%
CSc1cccc(CN2CCN(Cc3ccc(F)c(F)c3)C(CCO)C2)c1 (stereo unspecified)	-2.1%	-0.7%	-3.9%	-5.9%	2.6%	-2.0%	i	1.4%	1.3%
Cc1nnc(SCCN2CCOCC2)c2nn(-c3ccccc3F)c(C)c12	-1.9%	-0.8%	0.7%	16.8%	-10.6%	-0.2%	i	25.4%	1.8%
Brc1ccc(-c2ccc(/C=N/Nc3nncc(-c4ccccc4)n3)o2)cc1	3.0%	0.0%	-3.3%	6.8%	-10.5%	-5.3%	i	1.9%	2.3%
CN1CCN(C(=O)c2cc3c(s2)-c2ccccc2S(=O)(=O)C3)CC1	8.2%	0.1%	0.3%	11.1%	20.9%	/	i	8.0%	11.3%
COCCN1C(=O)C(=O)/C(=C(/O)c2ccc(OC(C)C)cc2)C1c1cccnc1 (stereo unspecified)	2.6%	0.7%	-2.4%	-4.9%	-1.9%	/	i	-0.8%	8.2%
C/C(=C\C(=O)c1cccnc1)Nc1ccc(O)cc1	30.1%	0.8%	-8.4%	44.4%	35.6%	-0.7%	i	0.9%	3.4%
Cn1c(=O)c2c(nc(SCCOc3ccc4ccc(=O)oc4c3)n2C)n(C)c1=O	-2.3%	/	-6.2%	/	12.5%	-3.8%	/	/	/
COc1ccc(C2C(C(=O)NCc3cccnc3)c3ccccc3C(=O)N2C)cc1OC (stereo unspecified)	-2.8%	-0.6%	0.8%	-0.1%	-4.0%	-2.1%	i	6.7%	-7.3%
SMILES	SIAH1 antagonists	West Nile virus CPE	XIAP antagonists	Salmonella PhoP GFP	human PMI inhibitors	CSM14.1 death rescue	Yfh1-depleted yeast	P. falciparum M17LAP	M1AAP inhibition
CCN1C(=O)c2cccc3c(S(=O)(=O)Nc4ccncc4)ccc1c23	1.5%	-0.2%	-12.3%	7.2%	3.7%	2.8%	i	-17.4%	7.1%
Cc1ccc(NC(=O)Cn2cccc2)cc1Cl	-3.1%	-0.3%	-6.9%	9.5%	-5.2%	-1.3%	i	28.7%	8.8%
[O-]C1=N/[N+](=C/c2ccccc2)CC1	12.2%	0.0%	/	-0.4%	/	/	i	-13.7%	0.3%
CC(C)n1c(O)c(N=NC(=O)C2COc3ccccc3O2)c2ccccc21 (stereo unspecified)	-3.2%	-0.4%	-7.6%	-4.5%	13.9%	-1.2%	i	17.9%	14.1%
CC(C)CNC(=O)c1ccc(C2SCC(=O)N2Cc2ccccc2)cc1 (stereo unspecified)	4.4%	-1.3%	-9.2%	5.8%	6.8%	3.5%	i	3.3%	-1.9%
CC(C)c1ccc(C(=O)NNC(=O)C2CC=CCC2C(=O)O)cc1 (stereo unspecified)	5.0%	0.2%	-1.5%	23.0%	-4.3%	-0.6%	i	-14.6%	-11.1%
COc1c(O)cccc1/C=N/NC(=O)Cn1ccnc1C	3.7%	0.0%	/	3.6%	/	/	i	-6.9%	-2.2%
N/C(=N\OC(=O)c1ccc2c(c1)OCO2)c1cccc([N+](=O)[O-])c1	9.5%	-0.6%	-5.5%	-5.7%	10.7%	-4.0%	i	7.8%	10.6%
Cc1cc(C(=O)COC(=O)c2ccc3c(c2)OCO3)c(C)n1Cc1cccs1	-0.8%	-1.0%	-1.6%	-3.6%	9.3%	0.9%	i	-1.4%	5.7%
Cc1ccc(Cc2nc(-c3ccccn3)no2)cc1	0.4%	0.6%	-3.5%	-1.3%	14.6%	-1.2%	i	6.4%	-0.1%
CC(C)COCC1CC2(CC(C)(c3csc(N)n3)OC2=O)C(=O)O1 (stereo unspecified)	-2.2%	0.3%	-25.3%	1.1%	4.5%	1.1%	i	3.6%	2.0%
Cc1noc(C)c1C(=O)NCc1ccccc1F	-4.6%	-0.2%	-2.7%	-5.5%	-5.1%	0.2%	i	4.2%	-4.3%
C/C=C(/C)C(=O)O[C@H]1[C@@H](O)c2c(ccc3ccc(=O)oc23)OC1(C)C	4.4%	-0.3%	-6.2%	0.3%	-12.9%	-5.2%	i	-7.1%	-0.3%
Cc1cc(C)n(-c2ccc(C(=O)Nc3ccc(C)c(S(=O)(=O)N4CCOCC4)c3)cc2)n1	-1.9%	0.9%	/	-1.7%	/	/	i	12.2%	2.0%
Cc1cc2nc(/C(C#N)=C/c3ccncc3)[nH]c2cc1C	0.3%	-0.7%	-1.4%	9.0%	17.6%	-1.3%	i	12.1%	3.4%
Cc1cc(Cl)c(S(=O)(=O)Nc2ccccn2)cc1OCC(N)=O	0.8%	-0.3%	-9.3%	-2.1%	3.8%	-3.6%	i	2.4%	9.7%
Cc1ccc(S(=O)(=O)/C(C#N)=C/c2c(N3CCC(C(N)=O)CC3)nc3c(C)cccn3c2=O)cc1	-5.2%	0.3%	-13.5%	-10.2%	10.4%	-0.8%	i	-6.5%	18.2%
N/C(=N\O)c1ccc(Oc2ccccc2Cl)c([N+](=O)[O-])c1	4.4%	-0.1%	/	4.4%	/	/	i	8.6%	1.3%
COc1ccc(CCN2CC34C=CC(O3)C(C(=O)NCc3ccccc3)C4C2=O)cc1OC (stereo unspecified)	0.5%	0.1%	-1.9%	-2.0%	6.6%	1.4%	i	12.6%	8.3%
C/C(Cc1ccccc1)=N\NC(=O)CNC(=O)c1ccc(Cl)cc1Cl	-3.5%	-0.3%	/	-5.2%	/	/	i	8.2%	-3.2%
O=C1CNC(=O)c2c(nc3n2CCC3)N1	-2.5%	-0.1%	-3.5%	5.2%	-12.8%	-1.2%	i	6.5%	4.9%
Cc1nc2sc(C(c3ccc(Cl)cc3)N3CC(C)OC(C)C3)c(O)n2n1 (stereo unspecified)	-2.4%	-0.9%	-2.6%	-19.2%	5.5%	0.8%	i	-3.7%	0.9%
CN(c1ccc(C(=O)O)cc1)S(=O)(=O)c1ccccc1	-0.7%	0.1%	-6.8%	-10.5%	2.4%	0.4%	i	-0.6%	6.6%
O=C(Cc1cc(=O)[nH][nH]1)N/N=C/c1cccc2ccccc12	5.4%	-0.1%	-5.8%	7.9%	4.5%	-2.9%	i	1.4%	10.1%
O=C(O)CNC(=O)C(c1ccccc1)c1ccccc1	-7.0%	0.1%	/	0.5%	/	/	i	-0.7%	6.0%
Nc1ccc(Oc2ccc3nc(-c4ccccc4)c(-c4ccccc4)nc3c2)cc1	-1.3%	2.2%	-3.6%	-1.1%	7.2%	-1.6%	i	-14.4%	-3.5%
Cc1nn(-c2ccccc2)c(C)c1/C=N/NC(=O)c1cnccn1	11.6%	0.4%	/	1.8%	/	/	i	5.8%	5.2%
COc1ccc(C(=O)Nc2ccc3oc(-c4cccc(Cl)c4)cc(=O)c3c2O)cc1	3.2%	?	/	-6.7%	/	/	i	12.1%	7.6%
C/C(=C\c1ccccc1)C(=O)Nc1nc2ccc([N+](=O)[O-])cc2s1	4.9%	-0.1%	-4.3%	-13.3%	6.4%	0.3%	i	19.2%	9.2%

Retrieved by compound from the entries so far:
SMILES	SIAH1 antagonists	West Nile virus CPE	XIAP antagonists	Salmonella PhoP GFP	human PMI inhibitors	CSM14.1 death rescue	Yfh1-depleted yeast	P. falciparum M17LAP	M1AAP inhibition
C/C(=C\c1ccccc1)C(=O)Nc1nc2ccc([N+](=O)[O-])cc2s1	4.9%	-0.1%	-4.3%	-13.3%	6.4%	0.3%	i	19.2%	9.2%
N/C(=N\O)c1ccc(Oc2ccccc2Cl)c([N+](=O)[O-])c1	4.4%	-0.1%	/	4.4%	/	/	i	8.6%	1.3%

Source: PubChem (several laboratories)

Outcome played no part in choosing rows. About 1.6% of those tested had a hit in this group.
